From PubChem
influenza NS1A: H1N1 influenza NS1A inhibitors, functional cell based assay (AID 504329) | NS1A functional cell-based assay, percent inhibition; higher % means a stronger effect | inhibition, % at 12.5 µM, or IC50 in µM where a hit was titrated | actives 0.3% (n = 340,000); in the data active means a potency from the dose series; inconclusive means inhibition above about 27% without an active follow-up result; further: strong numbers were not always called active
M. tuberculosis HTS: M. tuberculosis growth inhibition, HTS (AID 449762) | actives 0.59% (n = 330,000) | inhibition, % at 25 µM; hits with a dose series show IC50 in µM | M. tuberculosis H37Rv growth inhibition, 7H9 media; higher % means a stronger effect; in the data active means a potency from the dose series; inconclusive means inhibition above about 70% without an active follow-up result;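 further: bacterial growth assessed after seven days of incubation; strong numbers were not always called active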
M. tuberculosis: growth inhibition of non-replicating M. tuberculosis (AID 488890); inhibition, % at 25 µM; hits with a dose series show IC50 in µM; Mycobacterium tuberculosis non-replicating, growth inhibition; higher % means a stronger effect; actives 0.39% (n = 320,000); in the data active means a potency from the dose series; inconclusive means inhibition mostly from about 82% at the one dose, without a potency; inactive means the rest, 99 in 100 with inhibition below about 76%;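 further: plate controls were DMSO cells for no effect and high antibiotic wells for full effect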
Salmonella PhoP GFP: PhoP regulon inhibitors, Salmonella typhi PhoP promoter GFP reporter, confirmatory (AID 1850); Salmonella Typhi PhoP-promoter GFP reporter, fluorescence, 4 h; higher % means a stronger effect; actives 0.33% (n = 310,000); inhibition, % at 50 µM, or IC50 in µM where a hit was titrated; in the data active means a potency from the dose series; inconclusive means inhibition mostly from about 25% at the one dose, without a potency; inactive means the rest, 99 in 100 with inhibition below about 19%;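 further: 0% = induced wells with vehicle and 100% = uninduced wells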
VEEV TC-83 Vero: inhibitors of VEEV TC-83 cytopathic effect, confirmation, Vero cells (AID 588727) | one-dose inhibition, % at 20 µM; IC50 in µM for titrated hits | Vero cells, VEEV TC-83 cytopathic effect inhibition; higher % means a stronger effect | actives 0.13% (n = 350,000); in the data active means a potency from the dose series; inconclusive means inhibition mostly from about 14% at the one dose, without a potency; inactive means the rest, 99 in 100 with inhibition below about 12%; further: strong numbers were not always called active
VEEV TC-83 Vero 10K pilot screen: second read-out of VEEV TC-83 Vero, no call of its own (marks repeat the call); inhibition, %; measured here: 10K pilot screen inhibition
Numbers without * were called inactive; i = inactive; ? = inconclusive; nt = not tested or not shown. Rows were taken by chance. About 1.5% of those tested had a hit in this group.

SMILES	influenza NS1A	M. tuberculosis HTS	M. tuberculosis	Salmonella PhoP GFP	VEEV TC-83 Vero	others
COc1ccc(C)cc1S(=O)(=O)NC(C)C(=O)Nc1ccc2c(c1)OCO2 (stereo not given)	11%	-7%	-5%	0%	5.7%
Cc1ccc(OCCC(=O)OCC(=O)Nc2c(C)nn(-c3ccccc3)c2C)cc1	-12%	6%	25%	-10%	1.2%
Cn1c(N)c(C(=O)CSc2nnc3n2CCCCC3)c(=O)n(C)c1=O	-13%	4%	-5%	nt	1.9%
CC(CCCC(C)(C)O)CC1C2=C(CCCC2=O)OC2=C1C(=O)CCC2 (stereo not given)	-6%	1%	12%	-17%	0.1%
COc1cccc(OCC(O)CN2CCN(c3ccc(F)cc3)CC2)c1 (stereo not given)	27%	3%	22%	0%	1.1%
CC(=O)c1ccc(N2CCN(S(=O)(=O)c3ccc(-c4cnc(C5CC5)o4)cc3)CC2)cc1	-2%	16%	-18%	0%	12%
Cc1ccc(NC(=S)NCCc2ccc(Cl)cc2)c(C)c1	14%	8%	?	-2%	i
Cc1ccc(N2CC(C(=O)Nc3ccc(S(=O)(=O)Nc4nccs4)cc3)CC2=O)cc1C (stereo not given)	-3%	29%	56%	5%	0.6%
Cc1ccccc1Oc1ccc2c(c1)[C@@H]1C[C@H](N(C)C(=O)c3ccc(C#N)cc3)[C@H]([C@H](C)O)C(=O)N1CC2	-46%	nt	nt	nt	1.4%
CCc1ccccc1NC(=S)N(CCN(C)C)Cc1cccs1	8%	1%	7%	5%	i
Cc1onc(-c2c(Cl)cccc2Cl)c1C(=O)NCC1CCCO1 (stereo not given)	-6%	-3%	1%	10%	i
O=C(Cn1nnc(-c2ccccc2F)n1)NCCc1ccccc1	2%	-14%	7%	nt	1.0%
CCn1c(SCC(=O)Nc2ccc(C)cc2)nc2nc3c(cc2c1=O)COC(C)(C)C3	-12%	2%	17%	-3%	7.7%
CC1=NN(C(C#N)c2c(C)nn(Cc3ccccc3)c2C)C(C)(C)C1 (stereo not given)	-12%	-3%	6%	-4%	0.9%	VEEV TC-83 Vero 10K pilot screen=0.9
CC(=O)Nc1cccc(C(=O)N/N=C/c2ccccc2F)c1	-6%	-6%	-8%	4%	0.5%
CCOC(=O)c1cc2c(N)c(C(=O)c3cc(C#N)c(SC)nc3C)sc2nc1C	3%	-3%	-16%	-16%	0.5%
Cc1nc2c(cnn2-c2ccccc2)c(=O)n1/N=C/c1ccccc1	-22%	8%	5%	-2%	1.5%
CCn1c(C)cc2c(c1=O)C(c1ccccc1Br)C(C#N)=C(N)O2 (stereo not given)	9%	-2%	-4%	6%	1.1%	VEEV TC-83 Vero 10K pilot screen=6.4
COc1ccc(C2C(C(=O)N3CCN(c4ccccc4F)CC3)c3ccccc3C(=O)N2C)cc1 (stereo not given)	8%	-2%	11%	-11%	4.5%
COc1ccc([N+](=O)[O-])cc1NC(=O)C(C)NNC(=O)c1cccc([N+](=O)[O-])c1 (stereo not given)	-3%	5%	47%	nt	7.0%
COc1ncnc(NS(=O)(=O)c2ccc(N)cc2)c1OC	2%	44%	62%	7%	2.2%
COc1ccc(CCNc2ncnc3sc(C)cc23)cc1OC	-11%	-2%	52%	7%	4.1%
COc1ccc(-c2nnc(SCc3nnc(-c4ccc(Cl)cc4)o3)n2-c2ccccc2)cc1	-3%	-4%	20%	0%	6.9%
Cc1ccc(NC(=O)Cn2c(/C=C/c3ccccc3)nc3ccccc32)cc1C	-10%	-9%	-3%	4%	6.2%
CC(C)n1c(SCCCc2ccccc2)nc2c1c(=O)[nH]c(=O)n2C	6%	nt	nt	nt	7.6%
Cc1nn(CC(=O)Nc2ccc(F)cc2)c(=O)c2ccccc12	0%	-7%	-20%	-7%	0.3%
Cc1nnc(SCC(=O)N2CCC(c3noc4ccc(F)cc34)CC2)s1	-11%	-6%	4%	-14%	i
COC(=O)C1=C(C(=O)OC)[C@@H]2Nc3ccccc3[C@@]23C[C@@H](C(=O)OC)N(C(=O)c2cc(C)oc2C)C3=N1	15%	-2%	-5%	-1%	i
CCOC(=O)c1cc(-c2ccccc2)n(CCC(=O)N2CCN(c3ccccc3OC)CC2)c1C	15%	6%	11%	-7%	8.7%
Cc1nc([N+](=O)[O-])c(C(=O)OCc2ccccc2C#N)n1C	-4%	-8%	-3%	8%	0.4%

3 structures from above, ordered by number of heavy atoms, ascending.
SMILES	influenza NS1A	M. tuberculosis HTS	M. tuberculosis	Salmonella PhoP GFP	VEEV TC-83 Vero	others
CC(C)n1c(SCCCc2ccccc2)nc2c1c(=O)[nH]c(=O)n2C	6%	nt	nt	nt	7.6%
CCOC(=O)c1cc(-c2ccccc2)n(CCC(=O)N2CCN(c3ccccc3OC)CC2)c1C	15%	6%	11%	-7%	8.7%
COC(=O)C1=C(C(=O)OC)[C@@H]2Nc3ccccc3[C@@]23C[C@@H](C(=O)OC)N(C(=O)c2cc(C)oc2C)C3=N1	15%	-2%	-5%	-1%	i

The list continues.
SMILES	influenza NS1A	M. tuberculosis HTS	M. tuberculosis	Salmonella PhoP GFP	VEEV TC-83 Vero	others
Cc1nc(NC(=O)CSc2nnc(Cn3nnc4ccccc43)n2C)sc1C	-1%	5%	-7%	-1%	2.0%
CCOC(=O)c1ccccc1NC(=O)CSc1nc2[nH]ncc2c(=O)[nH]1	-1%	55%	1%	0%	4.9%
CC(C)Oc1ccc(OCCn2c(S(=O)(=O)O)nc3c(N)ncnc32)cc1	-1%	3%	0%	3%	i
CCCCOc1ccc(CSCCNC(=S)Nc2ccccc2)cc1	-12%	10%	?	-3%	1.6%
COC(=O)c1sc2ncccc2c1OCc1c(Cl)cccc1Cl	-1%	11%	1%	-9%	i
CCN(CC)C(=O)[C@H]1C[C@H](CC(=O)NCc2ccc(OC)c(OC)c2)C(=O)N2CCc3c([nH]c4ccc(Cl)cc34)[C@]12C	2%	nt	nt	nt	i
Cc1ccc(S(=O)(=O)Nc2cccc(C(=O)NCc3cccnc3)c2)cc1F	-3%	-5%	15%	3%	9.8%
CCOC(=O)c1c(N)sc(C(N)=O)c1C	13%	?	28%	7%	4.9%
CCn1c(CNc2ccc(OC)cc2)nnc1SCC(=O)N1CCCc2ccccc21	6%	?	54%	-1%	6.1%
Cc1cccc(C(=O)OCC(=O)NC(C)CCc2ccccc2)c1O (stereo not given)	-22%	5%	-2%	5%	0.4%
O=C(c1cccc(S(=O)(=O)N2CCCC2)c1)N1CCOCC1	-13%	-5%	-9%	nt	2.8%
O=C(O)c1cccc(N2C(=O)/C(=C/c3ccc(SCc4ccc(Cl)cc4)o3)SC2=S)c1	16%	nt	nt	nt	i
COc1ccc(C(=O)NCCOc2cccc(Oc3ccccc3)c2)cc1OC	-8%	-2%	33%	nt	4.0%
CC(C)(C)c1ccc(Cc2n[nH]c(=S)[nH]c2=O)cc1	-2%	-9%	-5%	3%	1.0%
O=C(Nc1nc(COc2ccccc2)cs1)C12CC3CC(CC(C3)C1)C2	6%	28%	?	2%	i
N#Cc1ccccc1Cn1cc(C(=O)c2cccs2)c2ccccc21	-8%	-6%	-11%	-4%	2.5%
Cc1cc(Cl)ccc1OCC(O)CNCCc1ccc(S(N)(=O)=O)cc1 (stereo not given)	8%	-6%	-4%	-14%	i
CCCCC(=O)Nc1ccc2c(c1)nc(CCN1CCN(C)CC1)n2C	7%	-12%	-9%	-20%	i
COc1ccc(S(=O)(=O)N2CCC(NC(=O)N3CCOCC3)CC2)cc1	-9%	-3%	0%	11%	5.1%
CCOc1ccc(C(CC(=O)O)NC(=O)C2c3ccccc3Oc3ccccc32)cc1 (stereo not given)	3%	2%	-4%	-1%	0.6%
Cc1noc(C)c1COC(=O)C1CC(O)CN1S(=O)(=O)c1ccc(Cl)cc1 (stereo not given)	9%	6%	8%	1%	1.2%
CN1CCN(C(=O)/C(=C/c2ccc(F)cc2)NC(=O)c2ccccc2)CC1	0%	2%	-7%	10%	0.3%
COc1ccc(N2CC(C(=O)N[C@@H](CC(C)C)C(=O)NC3CCCCC3)CC2=O)cc1 (stereo not given in full)	-1%	-1%	5%	-12%	1.0%
CCCn1nc(NC(=O)C2CCCO2)c2cc3cccc(C)c3nc21 (stereo not given)	nt	12%	20%	5%	6.8%
COc1ccc(CC(C)NCCC(c2ccccc2)c2ccccc2)cc1 (stereo not given)	1%	?	?	2%	i
O=C(Nc1ccc(Cl)cc1N1CCOCC1)C1CCCO1 (stereo not given)	-4%	-15%	3%	0%	1.7%
O=C(Nn1cnnc1)c1ccc(Cl)c([N+](=O)[O-])c1	-1%	3%	-15%	6%	i
O=C(CSc1ccccc1)N1CCN(C(=O)c2ccco2)CC1	-7%	0%	-7%	3%	1.2%
COc1ccccc1N(CCC#N)C(=O)CSc1ccc2c(c1)OCCO2	3%	4%	7%	-2%	0.9%
CCn1c(COc2ccc(C)cc2)nc2ccccc21	0%	0%	53%	2%	i
Cc1ccc(S(=O)(=O)c2nc(-c3ccccc3F)oc2N2CC(C)OC(C)C2)cc1 (stereo not given)	-7%	-2%	3%	7%	2.8%
O=C(NCC1CCC(C(=O)O)CC1)c1cccnc1 (stereo not given)	0%	?	-11%	3%	2.6%
CC(C)C[C@H](NC(=O)[C@@H](O)[C@H](N)Cc1ccccc1)C(=O)O	nt	18%	1%	3%	nt
CCOC(=O)c1c(C)[nH]c(C(=O)N(C)CC(=O)Nc2ccc(OC)cc2)c1C	-11%	9%	-22%	nt	5.0%
CCOC(=O)/C=c1\s/c(=C(\C#N)C(=O)OCC)n(-c2ccccc2)c1=O	-4%	4%	-3%	4%	1.7%
CCOC(=O)c1cccc(S(=O)(=O)N(CCO)Cc2cc3cc(OC)c(OC)cc3[nH]c2=O)c1	3%	-6%	-3%	-4%	2.9%	VEEV TC-83 Vero 10K pilot screen=4.7
CN(C(=O)c1ccc(NC(=O)Cc2ccc(NC(=O)C3CCCN(C(=O)C4CCCC4)C3)cc2)cc1)C1CC1 (stereo not given)	1%	-6%	nt	nt	0.7%	VEEV TC-83 Vero 10K pilot screen=1.8
CN=C1CC(C)(C)CC(=O)/C1=C(/O)CCC(=O)NC	-3%	-3%	-10%	0%	i
COc1ccc(C2=C(C)C(N3CCN(C(=O)c4ccco4)CC3)=NS2(=O)=O)cc1	6%	10%	0%	7%	0.2%
CC1=NN(c2ccccc2)C(=O)/C1=C/C=C/c1ccccc1	9%	?	?	-1%	52%
O=C1NCCCCC1NC1CC(=O)N(c2ccccc2)C1=O (stereo not given)	6%	-7%	-1%	-7%	i
CCOC(=O)c1sc(NC(=O)Nc2ccccc2)cc1C	3%	15%	58%	-4%	i
O=C(Nc1ccc(F)cc1)Nc1cccc(Br)c1	nt	-12%	18%	-3%	1.9%
COCc1c(C(=O)N/N=C(\C)c2ccc(Cl)s2)nnn1-c1nonc1N	-5%	2%	-11%	-18%	1.2%
Cc1cc(C)c(C#N)c(N)n1	0%	-4%	-16%	-3%	i
Cn1c(=O)c(=O)n(C)c2cc(S(=O)(=O)N3CCCC3C(=O)Nc3ccccc3F)ccc21 (stereo not given)	1%	-4%	-6%	-7%	0.9%
CCOc1ccc(-c2noc(CCC(=O)NCCc3ccccc3)n2)cc1OC	-8%	-4%	27%	7%	0.4%
c1cc(CNc2ccc(N3CCOCC3)cc2)ccn1	14%	-4%	8%	10%	0.8%
COc1ccccc1CC(=O)Nc1cccc2ccccc12	-3%	6%	31%	-3%	0.6%
COc1cc(/C=C(\NC(=O)c2ccccc2)C(=O)Nc2cccc(O)c2)c([N+](=O)[O-])cc1OC	-7%	-3%	14%	6%	7.3%
CCc1ccc(OCC(=O)Oc2ccc([N+](=O)[O-])cc2)cc1	4%	6%	22%	3%	i
COc1ccc(C(=O)NCCS(=O)(=O)N(C)C2CCCCC2)cc1	-9%	-11%	-7%	7%	0.6%
CCOC(=O)C1=NOC(COc2ccccc2C=O)C1 (stereo not given)	8%	1%	65%	20%	1.1%	VEEV TC-83 Vero 10K pilot screen=1.0
Cc1cccc(-n2c(=O)c3c(C)c(C)sc3n(CC(N)=O)c2=O)c1	-22%	-3%	-10%	9%	1.2%

Entries above containing bromine, in the order listed:
SMILES	influenza NS1A	M. tuberculosis HTS	M. tuberculosis	Salmonella PhoP GFP	VEEV TC-83 Vero	others
CCn1c(C)cc2c(c1=O)C(c1ccccc1Br)C(C#N)=C(N)O2 (stereo not given)	9%	-2%	-4%	6%	1.1%	VEEV TC-83 Vero 10K pilot screen=6.4
O=C(Nc1ccc(F)cc1)Nc1cccc(Br)c1	nt	-12%	18%	-3%	1.9%
